# Screening data as filed in PubChem BioAssay.
# AI-2 QS mod = Vibrio harveyi AI-2 quorum sensing modulators, primary screen, JMH597 strain, luminescence/OD600 ratio | Vibrio harveyi JMH597 AI-2 luminescence/OD600 ratio, 9 h; stronger effect = lower value; strain lacks LuxN and CqsS sensors; 0 = neutral-control median | activity change, % at 7.5 µM | 0.4% of 300,000 active; in the data active means activity change below about -75%, passing the limit was not always enough;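 further: luminescence divided by OD600 gain over 9 h not by final OD600 alone; inactives centre near 13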
# TRPC6 activator = mouse TRPC6 channel activators, primary screen, cell-based, HEK293, membrane potential dye; 0.13% of 310,000 active; HEK293-TRPC6 membrane potential dye fluorescence; stronger effect = higher value; AID 2550, 2010; B-score at 10 µM;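 active means B-score of the integrated fluorescence ratio above library mean plus 3 SD, and starting fluorescence ratio within library mean plus 5 SD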;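 further: higher score means more depolarization so channel activation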
# TRPC4 act = activators of mouse TRPC4 channel, primary screen, Fluo4 calcium, HEK293 TRPC4beta/mu-opioid cells | 0.49% of 310,000 active | Short transient receptor potential channel 4 (Mus musculus), Q9QUQ5 | Fluo4 calcium fluorescence; stronger effect = higher value | B-score at 10 µM | AID 2237, 2010;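 active means B-score above 5 SD of library B-scores, and initial fluorescence ratio not above library mean plus 5 SD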;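 further: positive B-score marks a calcium rise read as TRPC4 activation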
#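 Test system: HEK293 cells stably co-expressing mouse TRPC4beta and mu-opioid receptor | Schedule: Fluo4 dye loading 45 min at room temperature, 110 s recording | Measured by: Kinetic Fluo4 calcium fluorescence, 5 s baseline at 1 Hz | Evaluation: B score of integrated ratio | Controls: Buffer (low) and maximal DAMGO (high)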
# HIF act = HIF pathway transcriptional activators, primary screen, cell-based, U2OS HRE-luciferase, luminescence; activation, % at 7.5 µM (by protocol); U2OS HRE-luciferase reporter; normalized: DMSO 0%, desferrioxamine 100%; 0.32% of 300,000 active;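 active means mean activation of at least 10% of the iron chelator positive control signal, with at least half of replicates also reaching 10%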
# TRPC6 inhibitor = mouse TRPC6 channel inhibitors, primary screen, cell-based, HEK293, membrane potential dye; ACh-evoked depolarization; stronger effect = lower value; B-score at 10 µM; 1.1% of 310,000 active;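 active means B-score under library mean minus 3 SD, initial fluorescence not abnormally high, positive integrated signal ratio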;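 further: B-score derived from integrated fluorescence ratio over the kinetic read; more negative B-score means stronger inhibition of depolarization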
# TRPC4 PAM = positive allosteric modulators of TRPC4, primary screen, cell-based, mouse TRPC4beta, HEK293 mu-opioid, Fluo-4 calcium; B-score at 10 µM; DAMGO EC20, Fluo-4 Ca2+ flux; stronger effect = higher value; 0.42% of 310,000 active; Short transient receptor potential channel 4 (Mus musculus), Q9QUQ5;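 active means B-score of calcium response area above 5 SD of library B-scores, with initial fluorescence ratio within 5 SD of library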;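 further: B-score of integrated fluorescence ratio over time as area under calcium response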
# MrgX1 allo act = positive allosteric modulators of MrgX1, primary screen, HEK293 cells, Fluo-4 calcium flux; FDSS; stronger effect = higher value; B-score at 10 µM; 0.63% of 310,000 active; AID 588675, 2011;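 active means plate-corrected calcium response at least 3 library SD above typical, normal starting fluorescence, not activating the receptor alone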;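 further: compound read alongside a low EC10 to EC30 dose of BAM8-22 agonist; peak minus trough fluorescence over baseline measured at the second addition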
# Target sequence (Q96LB2 whole entry, looked up): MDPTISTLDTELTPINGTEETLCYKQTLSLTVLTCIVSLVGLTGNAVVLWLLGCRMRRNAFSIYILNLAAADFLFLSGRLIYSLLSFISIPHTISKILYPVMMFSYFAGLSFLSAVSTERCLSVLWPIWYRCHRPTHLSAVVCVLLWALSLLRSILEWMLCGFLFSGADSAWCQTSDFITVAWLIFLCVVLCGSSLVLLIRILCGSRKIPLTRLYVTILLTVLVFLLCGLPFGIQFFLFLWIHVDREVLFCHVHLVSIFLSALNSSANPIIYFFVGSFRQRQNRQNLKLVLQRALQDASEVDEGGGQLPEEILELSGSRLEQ
# MrgX1 agonist = agonists of human MrgX1 receptor, primary screen, HEK293 cells, Fluo-4 calcium flux. Fluo-4 calcium fluorescence, agonist mode; stronger effect = higher value. 0.44% of 310,000 active. Mas-related G-protein coupled receptor member X1 (Homo sapiens), Q96LB2. B-score at 10 µM. AID 588627, 2011;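 active means calcium response B-score plate-corrected fluorescence ratio at least 3 library SD, with starting fluorescence B-score inside 5 SD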
#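 Test system: HEK293 cells stably expressing human MrgX1 receptor; amount: 15,000 cells per well; doses: compound delivered in addition one of three; times: overnight plating before 1 h dye loading; detection: Fluo-4 NW calcium-flux fluorescence, kinetic read; read-out basis: B-scored fluorescence response ratio; controls: positive and negative controls per plate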
# MrgX1 antag = antagonists of human MrgX1 receptor, primary screen, HEK293 cells, Fluo-4 calcium flux. AID 588676, 2011. Mas-related G-protein coupled receptor member X1 (Homo sapiens), Q96LB2. 1.3% of 310,000 active. BAM8-22 antagonism; stronger effect = lower value. B-score at 10 µM;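 active means calcium-response B-score plate-corrected more than 3 library SD below zero, starting fluorescence within 5 deviations, no agonist response on first addition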;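 further: peak minus trough fluorescence over baseline after final BAM8-22 challenge near maximal dose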
# TRPC4 inh = inhibitors of mouse TRPC4 channel, primary screen, Fluo4 calcium, HEK293 TRPC4beta/mu-opioid cells | Short transient receptor potential channel 4 (Mus musculus), Q9QUQ5 | 0.39% of 300,000 active | DAMGO-evoked Fluo4 calcium flux; stronger effect = lower value | B-score at 10 µM;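 active means B-score over 3 SD under the library average, no early fluorescence shift, positive overall ratio signal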
#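 Assay system: TRPC4beta/mu-opioid receptor HEK293 cell line; compound dosing: single concentration per test compound; detection: Fluo4 Ca2+ flux fluorescence; evaluation: per-well B score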
# PolyA inhibitor = polyadenylation inhibitors in yeast reporter cells, primary screen, luminescence, S. cerevisiae. S. cerevisiae SKY197-pL101 polyadenylation reporter, beta-gal luminescence; efflux-impaired pdr1/pdr3 knockout yeast; score 100 = 6 SD above DMSO. calls only at 12 µM. 0.02% of 300,000 active;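 active means lowest replicate activity score at least 50, where 100 means six control SD above control mean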;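 further: yeast exposed to compound for 9 h at 30 °C; higher score means more reporter readthrough which indicates perturbed polyadenylation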
# Numbers without * were called inactive; i = inactive; . = not tested or not shown. Not all compounds are listed; rates above refer to the full screens.
SMILES,AI-2 QS mod,TRPC6 activator,TRPC4 act,HIF act,TRPC6 inhibitor,TRPC4 PAM,MrgX1 allo act,MrgX1 agonist,MrgX1 antag,TRPC4 inh,PolyA inhibitor
C/C(N)=C(/C#N)C(=O)CSc1nnc(COc2ccccc2Cl)o1,31.8,i,i,0.5,i,i,i,i,i,i,i
CC1CN(Cc2ccccc2Cl)CC(C)O1 (stereo not drawn),-1.4,i,i,-0.2,i,i,i,i,i,i,i
COc1cccc2cc(NC(=O)C3CCCCC3)c(=O)oc12,8.3,i,i,4.2,i,i,i,i,i,i,i
O=C(NCCS(=O)(=O)N1CCN(c2ccccc2)CC1)c1ccccc1F,22.1,i,i,-0.8,i,i,i,i,i,i,i
Cc1cc(C)cc(N(CCC#N)C(=O)COC(=O)c2nc3nc(C)cc(C)n3n2)c1,3.0,i,i,-0.7,i,i,i,i,i,i,i
FC(F)(F)c1ccc(-c2nnc(-c3cccnc3)o2)cc1,2.0,i,i,1.0,i,i,i,i,i,i,i
Cc1c(C(=O)N2CCN(c3ccccc3F)CC2)sc2ncn(CC(=O)N3CCOCC3)c(=O)c12,21.9,i,i,0.5,i,i,i,i,i,i,i
COc1ccc(N(CC(=O)NC(C)c2ccccc2)S(=O)(=O)c2c(C)noc2C)cc1 (stereo not drawn),-0.7,i,i,-0.2,i,i,i,i,i,i,i
Cc1cccc(NC(=O)C2CCCN2C(=O)OCC(C)C)c1 (stereo not drawn),18.9,i,i,-0.3,i,i,i,i,i,i,.
OC(COCc1ccco1)CN1CCN(C(c2ccccc2)c2ccccc2)CC1 (stereo not drawn),13.8,i,i,-0.4,i,i,i,i,i,i,i
CC(=O)Nc1cccc(C(=O)/C=C/c2ccc(F)cc2)c1,17.4,i,i,1.3,i,i,i,i,i,i,i
COc1ccc(C2/C=C\CN(C(=O)OCc3ccccc3)CC(=O)N2Cc2ccc(F)cc2)cc1 (stereo not drawn),24.1,i,i,0.5,i,i,i,i,i,i,i
Cc1ccccc1CCN1CCCC(CN(C)C(=O)c2ccc3ncccc3c2)C1 (stereo not drawn),22.8,i,i,1.5,i,i,i,i,i,i,i
Cc1ccc(Cn2ccc(NC(=O)c3noc4c3CCCC4)n2)cc1,-1.4,i,i,1.2,i,i,i,i,i,i,i
N#CC[C@H](Cc1ccccc1)N1CCN(Cc2ccccc2)CCC1=O,24.4,i,i,-0.5,i,i,i,i,i,i,i
O=C1C2N=NN(CC(=O)N3N=C(c4cccc5ccccc45)CC3c3ccccc3)C2C(=O)N1c1ccccc1 (stereo not drawn),7.8,i,i,-0.3,i,i,i,i,i,i,i
COc1ccc(CCC(=O)NC2CCC(C)CC2)cc1 (stereo not drawn),32.8,i,i,0.2,i,i,i,i,i,i,i
NNC(=O)CCCNc1ncc(C(F)(F)F)cc1Cl,13.9,i,i,0.4,i,i,i,i,i,i,i
COc1ccc(/C=C/C(=O)NC(C)C)cc1Br,1.4,i,i,.,i,i,i,i,i,i,i
COC(=O)c1cccc(NC(=O)CSCc2ccccc2)c1,10.2,i,i,-24.1,i,i,i,i,i,i,i
CCOC(=O)COc1nc2ccc(Br)cc2c(-c2ccccc2)c1C(C)=O,14.8,i,i,0.3,i,i,i,i,i,i,i
O=C(NCc1ccc(F)cc1)c1cc(-c2cccs2)on1,-49.5,i,i,0.7,i,i,i,i,i,i,i
CC(C)NC(=O)NC(=O)COC(=O)C1CCCN1C(=O)c1cccs1 (stereo not drawn),5.7,i,i,-0.7,i,i,i,i,i,i,i
O=C(COC(=O)Cc1c(F)cccc1Cl)NCCC1=CCCCC1,-1.7,i,i,-0.2,i,i,i,i,i,i,i
O=C(NCC1CCCO1)c1ccc(/C=N/O)nc1 (stereo not drawn),12.8,i,i,0.1,i,i,i,i,i,i,i
CC1CCc2[nH]c3ccc(C(=O)N(C)CC(=O)Nc4ccccc4Br)cc3c2C1 (stereo not drawn),19.5,i,i,-0.2,i,i,i,i,i,i,i
C/C(=N/NC(=O)CNC(=O)/C=C/c1ccccc1)c1ccco1,26.9,i,i,-0.3,i,i,i,i,i,i,i
Cc1cc(C)n(C(=O)Cc2cn3ccsc3n2)n1,9.5,i,i,-0.6,i,i,i,i,i,i,i
N#CCSc1nc2sc3c(c2c(=O)n1C1CCCCC1)CCCC3,8.3,i,i,0.9,i,i,i,i,i,i,i
CC1(C)CC(=O)C(C2(O)C(=O)Nc3ccccc32)CO1 (stereo not drawn),11.3,i,i,.,i,i,i,i,i,i,.
COc1ccc(-c2csc3ncnc(N4CCN(S(=O)(=O)c5cccs5)CC4)c23)cc1,35.4,i,i,-0.2,i,i,i,i,i,i,i
Cc1ccc(C(=O)N(Cc2ccccc2)C(C)(C)C)cc1C,40.5,i,i,0.4,i,i,i,i,i,i,i
COc1cc(-c2nnc(SCC(=O)/C(C#N)=C(\C)N)o2)cc(OC)c1OC,15.3,i,i,-0.1,i,i,i,i,i,i,i
COC(=O)Nc1ccc(S(=O)(=O)N2CCCC(C(=O)N3CCOCC3)C2)cc1 (stereo not drawn),6.7,i,i,0.3,i,i,i,i,i,i,i
O=C(CCc1ccccc1)NNC(=O)c1ccc(Cl)cc1,-2.1,i,i,-0.7,i,i,i,i,i,i,i
COCCCNC(=O)c1nc2ccccc2c(=O)n1NC(=O)Nc1c(Cl)cccc1Cl,-0.5,i,i,0.9,i,i,i,i,i,i,i
O=[N+]([O-])c1ccc(Nc2nc(Cl)nc(NCCO)n2)cc1,26.9,i,i,-0.6,i,i,i,i,i,i,i
COc1ccccc1-c1nnc(SCC(=O)Nc2c(Cl)cccc2Cl)o1,4.2,i,i,0.2,i,i,i,i,i,i,i
Cc1c(NS(=O)(=O)c2cc(C(=O)NCCN(C)C)ccc2Cl)c(=O)n(-c2ccccc2)n1C,7.1,i,i,-0.5,i,i,i,i,i,i,i
Cc1cccc(NC(=O)CSc2nc(=O)n3ccccc3n2)c1C,8.1,i,i,0.3,i,i,i,i,i,i,i
COc1cc(SC)ccc1C(=O)OCC(=O)N1CCN(C(C)=O)CC1,17.7,i,i,1.2,i,i,i,i,i,i,i
O=C(N/N=C/C=C\c1cccc([N+](=O)[O-])c1)c1cccnc1,5.3,i,i,-0.1,i,i,i,i,i,i,i
NC(=O)NC(=O)COC(=O)CCSc1ccccc1,27.0,i,i,-0.4,i,i,i,i,i,i,i
Cc1ccc(NC(=O)CSc2nccn(-c3ccc4c(c3)OCCO4)c2=O)cc1,16.8,i,i,0.6,i,i,i,i,i,i,i
COc1cc(C)ccc1S(=O)(=O)n1nc(C)cc1C,25.0,i,i,-0.1,i,i,i,i,i,i,i
CN(C)c1nc(OCCNC(=O)COc2ccc(Cl)cc2Cl)nc(N(C)C)n1,17.3,i,i,-0.4,i,i,i,i,i,i,i
CC(=O)c1[nH]c(C)c(C(C)=O)c1C,-2.0,i,i,0.4,i,i,i,i,i,i,i
N/C(Cc1ccc([N+](=O)[O-])cc1)=N\OC(=O)c1ccc(Br)o1,30.9,i,i,0.2,i,i,i,i,i,i,i
COCCNC(=S)NCCCNc1nc2cc3c(cc2cc1C#N)OCO3,2.9,i,i,-0.1,i,i,i,i,i,i,i
COc1cc(NC(=O)CN2C(=O)C(c3ccccc3)=NC23CCCCCC3)cc(OC)c1,14.6,i,i,0.3,i,i,i,i,i,i,i
O=C(Nc1ccccc1O)N1c2ccccc2Sc2ccccc21,1.8,i,i,0.1,i,i,i,i,i,i,i
COc1ccc(C(=O)C[n+]2cccc(C(N)=O)c2)cc1,30.2,i,i,-0.8,i,i,i,i,i,i,i
COCCn1nnnc1C(C(C)C)N(Cc1cccnc1)Cc1ccccc1Cl (stereo not drawn),5.8,i,i,-0.5,i,i,i,i,i,i,i
Cc1ccc(S(=O)(=O)N2CCN(S(C)(=O)=O)C2c2ccccc2)cc1 (stereo not drawn),11.6,i,i,.,i,i,i,i,i,i,.
Cc1cc(C(=O)N/N=C/c2cccc([N+](=O)[O-])c2)c2ccccc2n1,10.0,i,i,-0.3,i,i,i,i,i,i,i
O=C1C2C3C=CC(C3)C2C(=O)N1c1ncn[nH]1 (stereo not drawn),14.3,i,i,-0.2,i,i,i,i,i,i,i
O=C(O)CCCC(=O)NCCc1cccc(Cl)c1,26.4,i,i,-1.5,i,i,i,i,i,i,i
C=CCn1c(SCC(=O)Nc2cc(C)on2)nc2c([nH]c3ccccc32)c1=O,5.0,i,i,-0.3,i,i,i,i,i,i,i
N=c1c2c(ncn1Cc1ccco1)Oc1cc(O)ccc1C2c1ccccc1 (stereo not drawn),5.2,i,57*,0.0,i,i,i,i,i,i,i
CCOc1ccc(C(C)=O)cc1COC(=O)c1cnc(Cl)c(Cl)c1,25.1,i,i,0.0,i,i,i,i,i,i,i
O=C(NC1CCSc2ccccc21)c1cc(S(=O)(=O)N2CCOCC2)ccc1F (stereo not drawn),-2.6,i,i,0.1,i,i,i,i,i,i,i
